Assay outcomes as filed in PubChem BioAssay.
SW480 rerep: DNA re-replication induction in SW480 cells; SW480 DNA re-replication, Hoechst DNA content imaging, 48 h; Potency, µM (highest dose often 46.1 µM), without a hit: top-dose re-replication activation, actives largely listed as activators; hit rate 1.8% among 340,000; further: potency means the concentration at half of the fitted maximal effect; % of control where 0% means no effect; nearly all actives have a fitted effect of over 55% in size
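Compounds, transferred as 23 nL by pin tool, were incubated with cells for 48 hr; DNA content per nucleus was then quantified by Hoechst staining and fluorescence plate imaging.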
MCF10A rerep: DNA re-replication induction in MCF 10a cells. MCF 10A DNA re-replication, Hoechst nuclear intensity, 48 h. Potency, µM (top dose mostly 46.1 µM), for the others: at the top dose activity, positive = re-replication, most hits filed as activators. hit rate 2.9% among 350,000; further: potency means the concentration at half of the fitted maximal effect; % of control where 0% means no effect; nearly all actives have a fitted effect of over 50% in size
S2 tox: viability counter-screen for ATXN expression inhibitors | S2 cells (HEK-293 line with an ATXN2-luciferase reporter) viability, CellTiter-Fluor protease fluorescence, 24 h | Potency, µM (series often up to 56.7 µM), most hits filed as cytotoxic | hit rate 0.49% among 400,000 | AID 651635; further: potency means the concentration at half of the fitted maximal effect; nearly all actives have a fitted effect of over 40% in size
HT1080-NT tox: kills 2HG-producing HT-1080-NT fibrosarcoma cells; AID 686970; HT-1080-NT fibrosarcoma viability, CellTiter-Glo ATP luminescence, 48 h; hit rate 1.6% among 360,000; Potency, µM (highest dose often 46.1 µM), for the others: top-dose activity, negative = less viability, usual class: cytotoxic;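 further: NT is the 2HG producing partner of a matched IDH1 knockdown line; potency means the concentration at half of the fitted maximal effect; 0% = DMSO-treated cells and -100% = media-only wells without cells; nearly all actives have a fitted effect of over 55% in size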
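Toxicity toward the 2HG-producing NT line was scored as %Activity, normalised to DMSO and no-cell wells, from CellTiter-Glo luminescence after 48 hours' treatment.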
HT1080 IDH1KD tx: HT-1080 IDH1 knockdown cell toxicity (counter line); Potency, µM (top dose mostly 46.1 µM), for inactives: top-dose activity, negative = toxicity, actives largely listed as cytotoxic; HT-1080 IDH1 knockdown viability, ATP luminescence, 48 h; hit rate 2% among 360,000;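 further: potency means the concentration at half of the fitted maximal effect; 0% = DMSO wells and -100% = cell-free medium wells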
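Using the IDH1-knockdown HT-1080 line run in the same batch and compound series as the NT line, viability after 48 h at 37 °C was determined by CellTiter-Glo luminescence and expressed as % activity.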
KB-V1 cytotox: KB-V1 MDR subline cytotoxicity. KB-V1 MDR cells viability, CellTiter-Glo, 72 h. Potency, µM (series often up to 46.1 µM), inactives show top-dose activity change, negative = cytotoxicity, actives largely listed as cytotoxic. hit rate 3.4% among 400,000. AID 1347076; further: potency means the concentration at half of the fitted maximal effect; on the % scale 0 is the no-effect control and ±100 the full control effect; nearly all actives have a fitted effect of over 60% in size
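Drug-selected KB-V1 cells, grown in DMEM lacking phenol red with 10% FBS, receive compound titrations; after three days at 37 degrees C, surviving cell ATP is quantified by CellTiter-Glo luminescence and responses normalized and curve-fitted.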
IL-1B inflam inh: blocks inflammasome-driven IL-1 beta release. THP-1 LPS/ATP IL-1B secretion, AlphaLISA, 16 h; stronger effect = lower value. activity change, % at 57.5 µM. hit rate 4.7% among 360,000; in the data active means activity change below about -50%; inconclusive means mostly about -30% to -49%; further: on the % scale 0 is the no-effect control and ±100 the full control effect
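THP-1 cells pretreated 1 hr with compounds (up to 57.5 uM final), then stimulated with LPS (250 ng/mL final) plus ATP (1.25 mM final); secreted IL-1B measured by AlphaLISA after 16 hr, decreased signal indicating inhibition.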
ATXN2 expr inh: inhibitors of ATXN2 expression. HEK-293 ATXN2-luciferase reporter, luminescence, 24 h. AID 1745845. Potency, µM (top dose mostly 57 µM), for the others: at the top dose activity change, negative = inhibition, actives largely listed as inhibitors. hit rate 0.72% among 360,000; further: potency means the concentration at half of the fitted maximal effect; on the % scale 0 is the no-effect control and ±100 the full control effect; nearly all actives have a fitted effect of over 55% in size
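qHTS (up to 57 uM final) was run with 24 h compound exposure of reporter cells at 37 °C. Each well was multiplexed: SteadyGlo luminescence measured ATXN2-luciferase expression after a fluorogenic Gly-Phe-AFC viability readout (25 uM final).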
KB-3-1 tox: kills parental KB-3-1 adenocarcinoma cells. AID 1347075. hit rate 1.4% among 400,000. Potency, µM (doses to about 46.1 µM), without a hit: top-dose activity change, negative = cytotoxic, usual class: cytotoxic. KB-3-1 viability, CellTiter-Glo ATP luminescence, 72 h; further: potency means the concentration at half of the fitted maximal effect; on the % scale 0 is the no-effect control and ±100 the full control effect; nearly all actives have a fitted effect of over 60% in size
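Viability of parental KB-3-1 cells, measured by CellTiter-Glo luminescence, followed a 72 h incubation at 37 °C with pinned compounds in phenol-red-free DMEM containing 10% FBS.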
* = called active by the depositor; i = inactive; ? = inconclusive; . = not tested or not shown; [ ] = dose if it differs, or a comment. Unless noted, the call rests on the fitted dose curve; in most records, active means well fitted curve in the direction sought with a large enough effect; inconclusive means small, poorly fitted or top-dose-only effect, or another doubt; inactive means no such curve, though single readings can be large; an effect the other way counts as inactive or inconclusive.

SMILES	SW480 rerep	MCF10A rerep	S2 tox	HT1080-NT tox	HT1080 IDH1KD tx	KB-V1 cytotox	IL-1B inflam inh	ATXN2 expr inh	KB-3-1 tox
CC1Cc2cc(-c3csc(NC(=O)Cc4ccccc4)n3)ccc2N1S(C)(=O)=O (configuration not stated)	2%	16%	?	?	?	3.3µM*	-84*	?	21µM*
CC(=O)N1CCOc2ccc(S(=O)(=O)N3CCC(C(=O)Nc4ccc(C)cc4)CC3)cc21	29%	-1%	?	-1%	2%	-9%	29	-30%	4%
CCCCOc1ccc(CSCCN=C(N)N)cc1	?	?	i	?	26µM*	1%	-81*	-7%[11.3 µM]	-25%
C#CCn1c(C)cc(C)c(S(=O)(=O)c2ccccc2)c1=O	2%	10%	i	15%	9%	6%	0	16%	-3%
CCN(CC)S(=O)(=O)c1ccc2c(c1)N(CC(=O)Nc1c(C)cc(C)cc1C)C(=O)CS2	.	.	?	.	.	-6%	.	-1%	2%
Nc1nc(Cl)c2ncn(C3OC(CO)C(O)C3O)c2n1 (configuration not stated)	-3%	2%	i	-3%	?	26%	6	-4%	7%
O=C(CCSCc1ccccc1F)NCc1cccs1	-4%	3%	i	1%	-6%	-2%	21	5%	3%
Cc1ccc2nc(SC(C)C(=O)N3CC(C)OC(C)C3)[nH]c2c1 (configuration not stated)	-2%	8%	i	8%	12%	6%	39	7%	8%
Cc1ccc(Nc2nc(C(=O)NCCCN3CCOCC3)cs2)cc1	-3%	6%	i	1%	9%	?	-16	0%	-8%
[N-]=[N+]=NC1c2ccccc2C(=O)N1Cc1ccccc1 (configuration not stated)	-8%	2%	?	5%	9%	25%	-20	-9%	24%
CC(/C=C/C=C/c1ccccc1)=N\NC(=O)c1cccnc1	?	-3%[9.22 µM]	.	-2%	-10%	?	14	-12%	-4%
CCOc1ccccc1N1CCN(CC(=O)c2c(N)n(C)c(=O)n(C)c2=O)CC1	-4%	-1%	i	10%	8%	0%	8	-32%	-3%
CCCCN(CCCC)c1nc(-c2ccncc2)nc2ccccc12	4%	0%	i	19%	14%	?	0	.	-14%
CC(=O)Oc1ccccc1C(=O)Oc1ccc(/C=N/n2cnnc2)cc1	-5%	1%	i	?	-26%	2%	?	4%	3%
Cc1cccnc1NC(=O)c1cccc(S(=O)(=O)N2CCN(c3ccc(F)cc3)CC2)c1	1%	?	i	?	29µM*	?	5	-27%	21µM*
O=[N+]([O-])c1ccc(F)c(N=Cc2ccc(Br)s2)c1	-8%	?	i	-3%	-5%	0%	-6	.	-1%
CNC(=S)N(CCc1c(C)[nH]c2ccc(C)cc12)Cc1cccs1	30%	3.7µM*	i	-19%	-15%	?	-1	-15%	-3%
CC(Oc1ccccc1)C(=O)Nc1oc(-c2ccco2)c(-c2ccco2)c1C#N (configuration not stated)	-1%	?	i	14%	-4%	0%	-29	-10%[11.3 µM]	-1%
Cc1ccc(NC(=O)COC(=O)CN2CCCCCC2=O)c(C)c1	-16%	-1%	i	0%	-1%	0%	18	.	2%
N#Cc1ccc(S(=O)(=O)NC2CCN(Cc3ccccc3)CC2)cc1	-7%	5%	i	-11%	-8%	-7%	-9	4%	-3%
CC(C)c1ccc(NC(=O)C2CCCCC2C(=O)O)cc1 (configuration not stated)	-11%	13%	i	10%	15%	?	-3	15%	3%
Cc1ccccc1C(=O)N=c1sccn1C	15%	11%	i	-1%	-4%	-15%	0	19%	-8%
COc1ccccc1CNC(=O)c1cc(-c2ccccc2)nn1CC1CC(c2cccnc2)=NO1 (configuration not stated)	-6%	12%	i	4%	7%	-3%	-4	1%	23%
C/C=C/C(=O)OCC(=O)Nc1ccc(SC(F)F)cc1	-4%	-1%	i	-4%	-4%	-3%	-12	18%	1%
CCCCC(=O)NCCc1ccc(S(N)(=O)=O)cc1	-2%	0%	i	6%	3%	9%	17	6%	-1%

(listing goes on)
SMILES	SW480 rerep	MCF10A rerep	S2 tox	HT1080-NT tox	HT1080 IDH1KD tx	KB-V1 cytotox	IL-1B inflam inh	ATXN2 expr inh	KB-3-1 tox
COc1ccc(NC(=O)C2Cc3c(-c4ccncc4)ccnc3O2)cc1OC (configuration not stated)	.	.	i	0%	-10%	-5%	0	4%	0%
COc1ccc(NC(=O)CN2C(=O)NC(CC(C)C)C2=O)cc1S(=O)(=O)N1CCOCC1 (configuration not stated)	-6%	-3%	i	8%	-1%	-5%	0	9%	2%
Nc1[nH]c(C(=O)c2ccccc2)c(-c2ccc(Cl)cc2Cl)c1C(=O)c1ccc(Cl)c(Cl)c1	.	.	i	2%	0%	?	?	13%	-26%
COc1ccc(CNC(=O)Cc2cccs2)cc1	-1%	14%	i	3%	-1%	0%	9	.	-1%
O=C(Nc1ccc(CN2CCS(=O)(=O)CC2)cc1)c1ccc(Cl)cc1	.	.	i	-10%	?	?	-21	-14%	?
O=C(NC(NNc1ccc([N+](=O)[O-])cc1)(C(F)(F)F)C(F)(F)F)c1ccc(F)cc1	11%	?	i	-17%	-8%	?	2	-20%	-2%
CCOC(=O)CN/C=C(\C#N)c1ccc(F)cc1	-12%	-10%	i	-2%	1%	0%	3	-11%	14%
Cc1ccc(NC(=O)C2CC(=O)n3c(nc4ccccc43)N2)cc1C (configuration not stated)	-6%	1%	i	2%	-11%	-1%	4	17%	13%
CCN1CCN(c2ncc(C(=O)N3CCN(c4ccccc4OC)CC3)c3ccccc23)CC1	-6%	1%	i	14%	18%	-10%	-3	6%	-10%
CCOC(=O)c1c(C)oc2nc(C)nc(N3CCN(c4ccccc4F)CC3)c12	.	.	i	.	.	0%	.	-9%	-11%
Cc1cc(C)n(C(=O)CCC(=O)Nc2ccc(C)c(C)c2)n1	-2%	4%	i	16%	19%	5%	-10	-4%	-7%
CCOC(=O)c1cnc(SCC(=O)Nc2cc(OC)ccc2OC)nc1N	-2%	8%	i	-2%	-5%	?	-28	-28%	-21%
COCCNC(=O)C1CCCN(C(=O)C2(c3ccc(Cl)cc3)CCCC2)CC1 (configuration not stated)	.	.	i	4%	-1%	-5%	12	-2%	0%
CC1=C(C(N)=O)C(c2cccc(O)c2)n2nc(CCCO)nc2N1 (configuration not stated)	-2%	3%	i	-5%	0%	6%	0	10%	5%
CC1CCCN(C(=O)COC(=O)c2cc(Br)ccc2O)C1 (configuration not stated)	1%	24%	i	0%	-6%	.	17	8%	.
CCNC(=O)Nc1cc(S(=O)(=O)N2CCOCC2)ccc1N1CCCCC1	.	.	i	13%	13%	15%	14	.	3%
CCCCCN(C(=O)CCC(=O)OCc1ccc(Cl)cc1Cl)c1c(N)n(CCCC)c(=O)[nH]c1=O	-91%[inhibitor]	-1%	i	-24%	-4%	3%	-66*	-22%	-2%
COc1ccc(Nc2cc(C(=O)NCCCOC(C)C)c3ccccc3n2)c(OC)c1	-6%	?	i	1%	13%	-2%	-6	.	3%
O=C(CC12CC3CC(CC(Br)(C3)C1)C2)NCc1ccccc1	-13%	-2%	?	2%	10%	18%	1	-17%	13%
CC(C)(C)N(NS(=O)(=O)c1ccc(F)cc1)c1ccccc1	-7%	1%	.	17%	19%	3%	21	-22%	3%
COC(=O)c1sc(NC(=O)c2csc3c2CCCC3)nc1C	8%	-3%	?	-5%	5%	1%	-12	70%[activator]	1%
O=C(O)CSC(=S)N1CCCC1	-2%	0%	i	-2%	2%	12%	9	-5%	1%
CCc1c(C)nc2[nH]nc(NC(=O)C(F)(F)F)n2c1=O	-3%	-4%	i	-2%	0%	12%	12	-13%	-4%
CC(OC(=O)c1oc2ccccc2c1COc1ccccc1)C(N)=O (configuration not stated)	2%	-15%	i	1%	-10%	-4%	2	7%	15%
COCCSc1nnc(NC(=O)C2CC(=O)N(C3CCCC3)C2)s1 (configuration not stated)	0%	-5%	i	17%	20%	27%	35	-8%	17%

(cont.)
SMILES	SW480 rerep	MCF10A rerep	S2 tox	HT1080-NT tox	HT1080 IDH1KD tx	KB-V1 cytotox	IL-1B inflam inh	ATXN2 expr inh	KB-3-1 tox
Cc1onc(COc2ccccc2O)c1Br	-8%	2%	i	2%	1%	-5%	3	14%	5%
O=c1[nH]c(-c2ccccc2)ncc1Oc1ccccc1	-14%	3%	i	2%	10%	-2%	-6	-8%	7%
CCOc1ccc(NC(=O)Cc2c(C(=O)O)n(C)c3ccccc23)cc1	1%	-8%	i	0%	10%	0%	4	0%	7%
CCN(C(=O)C1CCCN(c2nc(-c3ccc(OC)cc3)no2)C1)c1ccccc1F (configuration not stated)	5%	21%	i	-4%	5%	0%	-3	-32%	-2%
CCc1ccc(N2CC34C=CC(O3)C(C(=O)OC(C)C)C4C2=O)cc1 (configuration not stated)	-2%	-1%	i	9%	13%	-16%	14	-4%	2%
CC(=O)c1ccc(NC(=O)CC(NCCC2=CCCCC2)C(=O)O)cc1 (configuration not stated)	-31%[inhibitor]	2%	i	6%	16%	17%	11	1%	-2%
Cc1ccc(/C=C/C(=O)Nn2cnnc2)cc1	?	?	?	?	?	2%	-115*	-5%	-7%
Cc1cc(C)c2[nH]c(=O)c(CN(CC3CCCO3)C(=S)NCc3ccco3)cc2c1 (configuration not stated)	-2%	-1%	i	13%	24%	9%	13	-15%	12%

Part of the list above, limited to MCF10A rerep, IL-1B inflam inh and KB-3-1 tox.
mol | MCF10A rerep | IL-1B inflam inh | KB-3-1 tox
CC(=O)N1CCOc2ccc(S(=O)(=O)N3CCC(C(=O)Nc4ccc(C)cc4)CC3)cc21 | -1% | 29 | 4%
CCCCOc1ccc(CSCCN=C(N)N)cc1 | ? | -81* | -25%
C#CCn1c(C)cc(C)c(S(=O)(=O)c2ccccc2)c1=O | 10% | 0 | -3%
CCN(CC)S(=O)(=O)c1ccc2c(c1)N(CC(=O)Nc1c(C)cc(C)cc1C)C(=O)CS2 | . | . | 2%

Outcome played no part in choosing rows; 11% or so of the library scored in one or more.
